IMPase Li cell: qHTS Assay for Identifying the Cell-Membrane Permeable IMPase Inhibitors: Potentiation with Lithium; CHO-M1 cells, IP1 TR-FRET (IP-One), carbachol + lithium; 0.35% of 210,000 active; Potency, µM (doses to about 59.4 µM), for inactives: at the highest dose activity, negative = IMPase inhibition, hits mostly inhibitors;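 note: IP1 builds up when IMPase is blocked and the TR-FRET signal falls; potency is the fitted concentration of half-maximal effect; plate controls were basal vehicle for no effect and high inhibitor control for full effect; nearly all actives have a fitted effect of over 50% in size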
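Lithium-sensitised IP1 accumulation assay; M1-expressing CHO cells treated 30 min at 37C with compound. Competitive antibody detection by time-resolved FRET followed a 10 min room-temperature lysis step.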
CBFb-RUNX1 inh: qHTS Assay for Compounds Blocking the Interaction Between CBF-beta and RUNX1 for the Treatment of Acute Myeloid Leukemia; Runt-related transcription factor 1 (Homo sapiens) + Core-binding factor subunit beta …; AlphaScreen CBFb-His/RUNX1-biotin binding, biochemical; 230,000 tested, under 10 active; Potency, µM (titrated, usually from 59.8 µM), inactives show at the top dose activity, negative = inhibition, most hits filed as inhibitors; note: % of control where 0% means no effect
Target sequence (Q01196 whole entry, looked up): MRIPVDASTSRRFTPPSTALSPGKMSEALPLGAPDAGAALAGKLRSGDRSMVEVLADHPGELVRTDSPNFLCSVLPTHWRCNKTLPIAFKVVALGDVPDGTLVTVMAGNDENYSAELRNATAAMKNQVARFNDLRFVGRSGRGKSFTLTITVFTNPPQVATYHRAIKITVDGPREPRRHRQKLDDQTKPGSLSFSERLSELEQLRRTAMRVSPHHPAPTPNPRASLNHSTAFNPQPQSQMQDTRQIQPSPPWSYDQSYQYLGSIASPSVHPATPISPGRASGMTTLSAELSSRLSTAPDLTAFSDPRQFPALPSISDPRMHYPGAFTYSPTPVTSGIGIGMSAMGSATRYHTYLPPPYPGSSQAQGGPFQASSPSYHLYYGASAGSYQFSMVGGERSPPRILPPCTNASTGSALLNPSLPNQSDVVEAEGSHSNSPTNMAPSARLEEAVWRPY
Target sequence (Q13951 whole entry, looked up): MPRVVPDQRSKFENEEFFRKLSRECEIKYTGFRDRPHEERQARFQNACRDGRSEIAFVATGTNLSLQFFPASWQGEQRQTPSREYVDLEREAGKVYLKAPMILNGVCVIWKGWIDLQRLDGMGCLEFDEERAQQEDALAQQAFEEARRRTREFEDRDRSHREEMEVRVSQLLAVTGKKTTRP
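Proteins preincubated together for 20 min at RT before compound addition; 15 min later, nickel and streptavidin beads were added and left 90 min prior to AlphaScreen measurement.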
HTT aggregate: qHTS Multiplex Assay to Identify Dual Action Probes in a Cell Model of Huntington: Aggregate Formation (GFP) | Potency, µM (titrated, usually from 46.1 µM), for inactives: at the top dose activity change, negative = inhibition, actives largely listed as inhibitors | PC12 HttQ103-GFP aggregates, Acumen cytometry, 40 h | 1.1% of 220,000 active | AID 1688, 2009; note: potency is the fitted concentration of half-maximal effect; % is set by controls: 0 for no effect and ±100 for the full control effect; nearly all actives have a fitted effect of over 60% in size
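Multiplexed with ATP-based cell death, this channel scores GFP aggregates in PC12 cells expressing inducible HTTex1-Q103-GFP. Induction used 100 nM tebufenozide; compounds were tested in concentration series.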
LMNA splice mod: qHTS Assay for Modulators of Lamin A Splicing; HeLa LMNA splicing GFP/RFP minigene ratio, 48 h; Potency, µM (titrated, usually from 46.1 µM), inactives show at the highest dose ratio change, negative = inhibition, actives largely listed as inhibitors; 0.01% of 200,000 active; active = well fitted inhibition curve with a large enough effect in the signal ratio, with a control signal flat, not every such curve was filed as active; inconclusive = small, poorly fitted or top-dose-only effect, or effect the other way, or a change in a side signal; the % refers to the signal ratio; note: potency is the fitted concentration of half-maximal effect; % is set by controls: 0 for no effect and ±100 for the full control effect
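S3 HeLa stable clones carrying a lamin A-EGFP splicing minigene plus DsRed2 were seeded at 600 cells/well in Opti-MEM with 2% FBS, pin-dosed and incubated 48 h at 37°C. Acumen cytometry (488 nm) gave the GFP/RFP total-intensity ratio.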
HTT cytoprotect: qHTS Multiplex Assay to Identify Dual Action Probes in a Cell Model of Huntington: Cytoprotection (ATP) | Potency, µM (doses to about 56.4 µM), without a hit: cytoprotection (ATP increase), usual class: activators | 0.14% of 230,000 active | PC12 HTT-Q103 induced, cytoprotection, ATP luminescence, 40 h | AID 1471, 2008;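 note: potency is the fitted concentration of half-maximal effect; % of control where 0% means no effect; nearly all actives have a fitted effect of over 45% in size; toxic huntingtin expression switched on by the ecdysone agonist tebufenozide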
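Rat PC12, Q103 Htt exon1-GFP fusion, ecdysone promoter; tebufenozide inducer 100 nM final; compound titration; qHTS, 1500 cells/well; ATPlite luminescent read.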
SMN2 splice enh: qHTS Assay for Enhancers of SMN2 Splice Variant Expression. AID 1458, 2008. HEK293 SMN2-luciferase splicing reporter, luminescence, 30-36 h. 2.8% of 210,000 active. Potency, µM (series often up to 46.1 µM), for the others: at the top dose activity change, positive = activation, most hits filed as activators; note: potency is the fitted concentration of half-maximal effect; % of control where 0% means no effect; nearly all actives have a fitted effect of over 55% in size
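HEK293 cells carry an SMN2 minigene-luciferase reporter in which exon 7 inclusion puts luciferase in frame. Cells were seeded at 2000 cells/well, attached for 10-12 hours, then exposed to compounds for 30-36 hours at 37C before ONE-Glo luminescence.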
KinaseGlo FLuc: Counterscreen for Luciferase (Kinase-Glo TM) Inhibition | Luciferin 4-monooxygenase (Photuris pensylvanica), Q27757 | Kinase-Glo luciferase, ATP luminescence, 8 min | Potency, µM (highest dose often 38.3 µM), for the others: at the top dose activity change, negative = inhibition, actives largely listed as inhibitors | 0.28% of 200,000 active | AID 1379, 2008; note: potency is the fitted concentration of half-maximal effect; % is set by controls: 0 for no effect and ±100 for the full control effect; nearly all actives have a fitted effect of over 60% in size
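Luminescence was the read-out, taken after 8-minute incubation at ambient temperature. Luciferase turned over luciferin with 10 uM ATP in imidazole pH 7.2 buffer containing KCl, MgCl2, Tween 20 and BSA.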
An asterisk follows results filed as active; ? = inconclusive; . = not tested or not shown; & = joins results of further samples; [ ] = remark or other dose. Unless noted, calls come from the whole dose curve; as a rule, active = well fitted curve in the direction sought with a large enough effect; inconclusive = small, poorly fitted or top-dose-only effect, or another doubt; inactive = no such curve, though single readings can be large; an effect the other way counts as inactive or inconclusive.

SMILES	IMPase Li cell	CBFb-RUNX1 inh	HTT aggregate	LMNA splice mod	HTT cytoprotect	SMN2 splice enh	KinaseGlo FLuc
Cc1ccsc1/C=N/Nc1ncnc2nc[nH]c12	21%	-8%	8%	.	.	11µM*	?
Cc1cc2cc(CNC(=O)c3ccco3)ccc2n1C	.	-26%	-7%[9.22 µM]	.	-14%[10 µM]	.	.
O=C(O)CNS(=O)(=O)c1ccc(F)cc1	15%[38.3 µM]	7%	-17%	-11%	5%	-16%	-3%
C=CCN1C=C2C(=O)C(C)(OC(=O)c3ccc(OC)cc3)C(=O)C(c3ccco3)=C2C=C1CCCC (centres undefined)	-10%	?	-2%[9.22 µM]	?	21%&-18%[10 µM]	-11%[9.22 µM]	-4%[7.66 µM]
O=c1c2ccccc2nc2n1C(CSCc1ccc(Cl)cc1)CS2 (centres undefined)	7%	6%	11µM*	?	-2%[10 µM]	-60%[inhibitor]	1%
O=S(=O)(c1ccc2c(c1)nc(COc1ccc(Cl)cc1)n2CC1CCCO1)N1CCOCC1 (centres undefined)	13%[38.3 µM]	-2%	-5%	7%	-84%[inhibitor][10 µM]	13%	-3%
CC(=O)CCc1ccccc1	-8%	2%[21.7 µM]	.	.	8%	-31%	.
Clc1ccc2nnc(Cl)n2n1	-7%	-16%	-5%	.	6%	51%	-2%
O=C(Cn1cnc2c(cnn2-c2ccccc2)c1=O)N1CCCc2ccccc21	9%[38.3 µM]	-1%	-9%	?	3%[10 µM]	-32%[inhibitor]	0%
Cc1ccc(/C=N/NS(=O)(=O)c2ccc([N+](=O)[O-])cc2)o1	-3%	-5%	?	13%	41%[10 µM]	3%	-3%
Cc1nc2c3ccccc3[nH]c(=O)n2n1	8%	3%	-4%	-4%	5%[10 µM]	-1%	2%
CSCC[C@H](NC(=O)NCCC1=CCCCC1)C(=O)O	-7%[38.3 µM]	0%	11%	4%	-9%	?	-3%
COC(=O)c1c(C(=O)OC)c(C)n(Cc2cccnc2)c1C	26%[38.3 µM]	1%	-26%	6%	-5%[0.074 µM]	22%	3%
Cc1cccc(C(=O)Nc2ccnc(-c3cccnc3)n2)c1	-12%	4%	-20%[9.22 µM]	?	-27%	-8%	4%
COc1cc(O)c(C(CCN2CCOCC2)c2ccc3c(c2)OCO3)c(OC)c1 (centres undefined)	.	-7%&-2%	3%[9.22 µM]	.	-11%[10 µM]	.	.

Looked up one by one from the list above, 5 records:
SMILES	IMPase Li cell	CBFb-RUNX1 inh	HTT aggregate	LMNA splice mod	HTT cytoprotect	SMN2 splice enh	KinaseGlo FLuc
Clc1ccc2nnc(Cl)n2n1	-7%	-16%	-5%	.	6%	51%	-2%
COc1cc(O)c(C(CCN2CCOCC2)c2ccc3c(c2)OCO3)c(OC)c1 (centres undefined)	.	-7%&-2%	3%[9.22 µM]	.	-11%[10 µM]	.	.
Cc1ccsc1/C=N/Nc1ncnc2nc[nH]c12	21%	-8%	8%	.	.	11µM*	?
Cc1cccc(C(=O)Nc2ccnc(-c3cccnc3)n2)c1	-12%	4%	-20%[9.22 µM]	?	-27%	-8%	4%
COC(=O)c1c(C(=O)OC)c(C)n(Cc2cccnc2)c1C	26%[38.3 µM]	1%	-26%	6%	-5%[0.074 µM]	22%	3%

Later entries:
SMILES	IMPase Li cell	CBFb-RUNX1 inh	HTT aggregate	LMNA splice mod	HTT cytoprotect	SMN2 splice enh	KinaseGlo FLuc
COc1cc(/C=C(\C#N)c2nc3ccccc3[nH]2)cc(Br)c1OCc1ccc(F)cc1	15%[38.3 µM]	3%	-28%	2%	-71%[inhibitor]	-72%[inhibitor]	-6%
CCOc1ccc(OCC)c(NC(=O)CN(C)S(=O)(=O)c2cnc[nH]2)c1	-18%[38.3 µM]	1%	1%	6%	9%	-3%	-1%
CCNC(=S)Nc1ccc(Cl)cc1	-5%	-4%	-9%	-2%	33%[10 µM]	20%	-1%
CCc1ccc(NC(=O)N(CCN2CCOCC2)Cc2ccc3c(c2)CCCN3CC)cc1	39%[activator][38.3 µM]	1%	11%[9.22 µM]	13%	-1%	-19%	8%
CCCc1nc2oc3c(NCCN(C)C)ncnc3c2c2c1CCCC2	20%[38.3 µM]	-1%	18%[9.22 µM]	-4%	-20%[0.074 µM]	4%	-4%
O=C(CSc1nnc(C2CC2)n1Cc1ccccc1)c1ccc(S(=O)(=O)N2CCOCC2)cc1	17%[38.3 µM]	6%	-13%	1%	19%[10 µM]	-3%	7%
CCOc1ccccc1NC(=O)c1ccccc1-c1nc(-c2ccccc2OC)no1	.	-6%	-14%	-13%	-44%[inhibitor]	.	.
Cc1ccsc1/C=N/NC(=O)c1ccc([N+](=O)[O-])cc1	2%	-9%	-9%	.	9%[10 µM]	?	-2%
O=C1c2cccc(OCC(=O)N3CCCc4ccccc43)c2CCN1Cc1ccc(F)cc1	13%	-6%	?	?	.	-87%[inhibitor]	1%
COc1cc(NC(=O)c2cccs2)ccc1NC(=O)c1ccco1	20%[38.3 µM]	5%	-22%	10%	1%	11µM*	-2%
COc1ccc(C2CC(c3ccccc3)=NN2S(=O)(=O)c2ccccc2)c(OC)c1 (centres undefined)	-2%	0%	-1%	?	.	13%	0%
O=C(CCCn1c(=O)[nH]c2cc(Cl)ccc2c1=O)NC1CCCCCC1	24%[38.3 µM]	3%	3%[9.22 µM]	0%	15%	-20%	-1%
CC(C)COc1ccc(C(=O)NC(CC(C)C)C(=O)O)cc1 (centres undefined)	.	2%	8%	-4%	0%	.	.
CCOC(=O)c1ccc(NC(=O)CCC(=O)OC)cc1	9%[38.3 µM]	-4%	-12%	-4%	10%[10 µM]	6%	0%
Cc1ccccc1Nc1nc(N)nc(CSc2nc3ccccc3c(=O)n2CCCO)n1	-6%[38.3 µM]	-16%	-6%	7%	-24%	4%	2%
CC(C)Nc1nnc(Sc2ccc(Cl)cc2[N+](=O)[O-])s1	2%	15%	11%	-24%	-16%[10 µM]	-5%	1%
Cc1ccc(C)n1-c1ccc(C(=O)O)cc1	-19%[38.3 µM]	?	11%	?	20%[10 µM]	1%	-4%
C=C(Br)Cn1c(CC)nc2ccccc21	8%[38.3 µM]	4%	11%	7%	-15%	-2%	2%
CCNC(=O)COc1ncnc2scc(-c3ccc(F)cc3)c12	-10%	-3%	-6%	8%[46 µM]	-34%	5%	0%
Cc1cccc(-n2cnc3c(sc4nc(N5CCOCC5)c5c(c43)CCCC5)c2=O)c1	.	-8%	6%[9.22 µM]	.	7%[10 µM]	.	.
Cc1c(NC(=O)/C(C#N)=C/c2ccccc2)c(=O)n(-c2ccccc2)n1C	14%	-9%	0%	.	-2%	13%	6%
Cc1ccc(-c2nc(CSCC(=O)N3CCOCC3)c(C)o2)cc1	2%[38.3 µM]	-2%	-29%	?	-7%	-47%[inhibitor]	-10%
CC(C)CN1C(=O)c2ccc(C(=O)Nc3nccs3)cc2C1=O	-3%[38.3 µM]	-7%	2%	3%	-4%	6%	0%
COc1cc2nc(=S)n3[nH]c(COc4ccccc4C)nc3c2cc1OC	-10%	-8%	3%	-15%	4%[10 µM]	-16%	1%
CC=O	9%	24%[21.7 µM]	.	.	11%	-5%	.
CCC(C)N1C(=O)S/C(=C/c2ccc(Sc3nc4ccccc4[nH]3)o2)C1=O (centres undefined)	30%[38.3 µM]	10%	10µM*	?	-62%[inhibitor]	-33%[inhibitor]	4%
CCOC(=O)CN1C(=O)S/C(=C/c2ccc3c(c2)n(C)c(=O)n3C)C1=O	6%	2%	-12%	13%	.	16µM*	1%
O=C(NC(=O)c1ccccc1F)Nc1nc(-c2cccs2)cc(C(F)(F)F)n1	17%	-1%[2.36 µM]	-3%	12%	.	1%	-1%
COc1ccc(OC)c(S(=O)(=O)N2CCN(c3c(C)cccc3C)CC2)c1	40%[38.3 µM]	-6%	-15%	-11%	5%	27%	4%
O=C(N/N=C/c1ccc[nH]1)c1ccc2c(c1)OCO2	2%	2%	14%	-8%[9.22 µM]	-67%[inhibitor]	?	-11%
CCOC(=O)c1ccc(NC(=O)C(=O)NCc2ccccn2)cc1	-1%	-3%	3%[9.22 µM]	.	-6%[10 µM]	-3%	5%
O=C(CCOc1ccccc1)Nc1ccccc1[N+](=O)[O-]	-3%	-3%	-8%	4%[46 µM]	-30%	19%	1%
O=C(CSc1nnc(-c2cnccn2)n1Cc1ccco1)c1ccc(Cl)cc1	30%[38.3 µM]	-7%	24%	?	-10%[10 µM]	-8%	-1%
CC(C)c1ccc(-c2c(C#N)c(N)nc(SCC(=O)N3CCCCCC3)c2C#N)cc1	?	0%	-3%[9.22 µM]	21%	5%	-18%	5%
O=C(O)COn1c(-c2ccccc2)nc2ccc([N+](=O)[O-])cc21	-1%	-29%	-2%[9.22 µM]	?	-49%[inhibitor]	29%	-4%
Cn1c(=O)c2[nH]c(CN(Cc3ccccc3)Cc3ccccc3)nc2n(C)c1=O	23%[38.3 µM]	1%	7%	-14%	-55%	-42%[inhibitor]	-2%
COC(=O)c1ccccc1NC(=O)c1cccs1	14%[38.3 µM]	27%	-20%	-5%	2%	8%	4%
c1ccc2c(NC3CC3)nc(-c3ccoc3)nc2c1	3%	.	.	?	19%	.	.
COc1ccccc1CNC(=O)C1CCCN1S(=O)(=O)c1cccc2cccnc12 (centres undefined)	-19%[38.3 µM]	-1%	7%	-6%	9%	-24%	3%
COc1ccc(C(NC(=O)c2ccc(-c3ccccc3)cc2)c2ccccc2)cc1 (centres undefined)	?	1%	-1%	2%	10%	2%	-4%
CC(=O)c1c(O)c(C)c(-c2ccccc2)n(-c2ccccc2)c1=O	-13%[38.3 µM]	4%	10%	-6%	-27%	-21%	-5%
Cc1ccc(-c2nc(SCC(=O)Nc3ccccc3OC(F)F)c3c(C)c(C(=O)O)sc3n2)cc1	.	?	-26%[9.22 µM]	.	24%[10 µM]	.	.
CCOC(=O)C(Cc1ccc(NC(=O)/C(=C/c2ccccc2)NC(=O)c2ccccc2)cc1)N1C(=O)c2ccccc2C1=O (centres undefined)	3%[38.3 µM]	-4%	9%	-9%	11%	-7%	-3%
